From PubChem BioAssay
ALDH1A1 inh = qHTS Assay for Inhibitors of Aldehyde Dehydrogenase 1 (ALDH1A1) | Aldehyde dehydrogenase 1A1 (Homo sapiens), P00352 | 220,000 tested, 7.3% active | Potency, µM (top dose mostly 75.3 µM), for inactives: top-dose activity, negative = inhibition, hits mostly inhibitors | Purified ALDH1A1, NADH fluorescence, propionaldehyde substrate; active = well fitted inhibition curve with a large enough effect, not every such curve was filed as active; inconclusive = small, poorly fitted or top-dose-only effect, or another doubt; inactive = no such curve, though single readings can be large or run the other way;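 also: plate controls were no enzyme wells and a reference inhibitor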
Target sequence (P00352 whole entry, looked up): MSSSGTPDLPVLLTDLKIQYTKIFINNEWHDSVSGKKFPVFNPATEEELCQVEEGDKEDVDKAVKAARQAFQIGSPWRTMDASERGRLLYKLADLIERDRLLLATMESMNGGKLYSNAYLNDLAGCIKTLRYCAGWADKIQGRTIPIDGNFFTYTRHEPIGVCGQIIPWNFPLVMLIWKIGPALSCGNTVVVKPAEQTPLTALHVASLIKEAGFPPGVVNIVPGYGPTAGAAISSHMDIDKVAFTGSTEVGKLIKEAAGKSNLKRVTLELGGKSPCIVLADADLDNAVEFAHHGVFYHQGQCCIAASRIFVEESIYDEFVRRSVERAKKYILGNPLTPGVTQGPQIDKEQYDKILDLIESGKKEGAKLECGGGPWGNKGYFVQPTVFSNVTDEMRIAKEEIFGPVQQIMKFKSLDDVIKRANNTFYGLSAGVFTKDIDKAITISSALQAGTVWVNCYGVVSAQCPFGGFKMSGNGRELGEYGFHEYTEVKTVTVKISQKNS
Tau ThT inhib = qHTS for Inhibitors of Tau Fibril Formation, Thioflavin T Binding. Microtubule-associated protein tau (Homo sapiens), P10636. recombinant tau K18 P301L, heparin-induced fibrillization, ThT fluorescence. Potency, µM (series often up to 57.4 µM), for inactives: top-dose activity, negative = inhibition, most hits filed as inhibitors. 270,000 tested, 2.1% active; also: nearly all actives have a fitted effect of over 55% in size
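Using a mix of unlabeled (15 uM) and Alexa 594-labeled (0.24 uM) tau K18 P301L, heparin-triggered fibrillization over 6 hr at 37 C was scored by ThT fluorescence.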
GLA spleen mod = qHTS Assay for Inhibitors and Activators of Human alpha-Galactosidase From Spleen Homogenate; Alpha-galactosidase A (Homo sapiens), P06280; human spleen homogenate, 4MU-alpha-Gal fluorescence, 40 min; Potency, µM (doses to about 80 µM), for inactives: at the top dose activity change, negative = inhibition, actives largely listed as inhibitors; 240,000 tested, 0.008% active; AID 2107, 2009;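 also: 0% = enzyme with vehicle and -100% = no enzyme basal signal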
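qHTS titration in buffer at pH 5.0. Alpha-galactosidase activity in spleen homogenate was measured via 4-methylumbelliferone release from 1 mM fluorogenic substrate after 40 min at 37C and a pH 10 stop. AC50 came from Hill fits of control-normalized data.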
L3MBTL1 inh = qHTS Assay for the Inhibitors of L3MBTL1 | Lethal(3)malignant brain tumor-like protein 1 (Homo sapiens), Q9Y468 | 230,000 tested, 0.66% active | AID 485360, 2010 | Potency, µM (series often up to 57.1 µM), for the others: at the highest dose activity, negative = inhibition, most hits filed as inhibitors | AlphaScreen L3MBTL1–H3K9me1 peptide binding; also: nearly all actives have a fitted effect of over 60% in size
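First, the protein-peptide complex forms for 30 min at room temperature (L3MBTL1 50 nM, biotinylated H3K9me1 peptide 75 nM). Next, compounds are pin-transferred and incubated 30 min. Finally, AlphaScreen beads are added and read after 30 min.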
Tau fluor counter = Counterscreen qHTS for Inhibitors of Tau Fibril Formation, Fluorescence Polarization; Potency, µM (titrated, usually from 57.7 µM), for the others: at the highest dose activity change, negative = decrease; AID 1463, 2008; tau K18 P301L (four-repeat tau fragment) Alexa594 fluorescence, heparin fibrillization; 280,000 tested, 0.93% active; also: nearly all actives have a fitted effect of over 55% in size
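Human K18 P301L tau (15 uM unlabeled plus 0.24 uM Alexa 594-labeled, final) in 100 mM sodium acetate pH 7 was mixed with compound and 20 uM heparin and incubated 6 hr at 37 C.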
Tau FP inhib = qHTS for Inhibitors of Tau Fibril Formation, Fluorescence Polarization | K18 P301L tau heparin fibrillization, Alexa594 FP, 6 h | Potency, µM (doses to about 57.7 µM), inactives show at the top dose activity, negative = inhibition, actives largely listed as inhibitors | 280,000 tested, 0.39% active | AID 1468, 2008; also: nearly all actives have a fitted effect of over 55% in size
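Human tau K18 […] P301L fragment, 15 uM unlabeled plus 0.24 uM Alexa 594-labeled tau (final), with compound and 20 uM heparin in 100 mM sodium acetate pH 7; 6 hr at 37 C, then Alexa 594 FP read.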
TRb-SRC2 inh = qHTS for Inhibitors of the Interaction of Thyroid Hormone Receptor and Steroid Receptor Coregulator 2 | Thyroid hormone receptor beta (Homo sapiens), P10828 | TRbeta-SRC2 peptide binding, fluorescence polarization; receptor liganded with 1 µM T3 | Potency, µM (titrated, usually from 106 µM), for the others: at the highest dose activity change, negative = inhibition, actives largely listed as inhibitors | 280,000 tested, 0.065% active | AID 1469, 2008;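 also: plate controls were bound peptide for no effect and peptide without receptor for full effect; nearly all actives have a fitted effect of over 50% in size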
Target sequence (P10828 whole entry, looked up): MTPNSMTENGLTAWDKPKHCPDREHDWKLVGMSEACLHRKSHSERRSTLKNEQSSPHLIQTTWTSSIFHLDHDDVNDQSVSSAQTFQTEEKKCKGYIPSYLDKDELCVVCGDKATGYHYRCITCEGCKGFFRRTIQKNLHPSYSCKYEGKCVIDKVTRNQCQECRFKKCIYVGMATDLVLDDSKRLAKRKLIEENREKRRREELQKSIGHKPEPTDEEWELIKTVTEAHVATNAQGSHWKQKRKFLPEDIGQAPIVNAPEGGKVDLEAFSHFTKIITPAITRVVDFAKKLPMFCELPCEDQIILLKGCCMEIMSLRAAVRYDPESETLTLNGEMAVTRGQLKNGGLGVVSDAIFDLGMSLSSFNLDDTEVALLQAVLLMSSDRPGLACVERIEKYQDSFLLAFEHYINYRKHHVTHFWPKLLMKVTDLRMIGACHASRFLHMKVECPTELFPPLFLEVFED
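Human TRb LBD (0.6 uM) plus Texas Red-labeled SRC2 peptide (20 nM), 1uM T3, 5% DMSO, 5 hr at ambient temperature. Decreased polarization (555/632 nm) flags inhibition; data normalized to free and bound peptide controls.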
TR SRC2 fluor cs = Total Fluorescence Counterscreen for Inhibitors of the Interaction of Thyroid Hormone Receptor and Steroid Receptor Coregulator 2. Potency, µM (top dose mostly 106 µM), for inactives: at the highest dose fluorescence change, negative = quenching. 280,000 tested, 0.29% active. AID 1479, 2009. TRb/SRC2 Texas Red total fluorescence interference; active = well fitted curve in either direction with a large enough effect; inconclusive = small, poorly fitted or top-dose-only effect
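Human TRβ ligand-binding domain (0.6 uM) and Texas Red SRC2 peptide (20 nM) in Tris buffer with 1 uM T3 and 5% DMSO were incubated with pinned compound for 5 hr at ambient temperature. Total fluorescence was computed as S + 2P (555/632 nm).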
* hit, by the source's call; ? = inconclusive; nt = no result given; [ ] = dose if it differs, or a comment. Unless noted, calls follow the shape of the dose curve; as a rule, active = well fitted curve in the direction sought with a large enough effect; inconclusive = small, poorly fitted or top-dose-only effect, or another doubt; inactive = no such curve, though single readings can be large; an effect the other way counts as inactive or inconclusive. Unless noted, % is scaled to controls: 0 for no effect and ±100 for the full control effect; potency is read from the fitted curve at half-maximal effect.

entry	Compound	ALDH1A1 inh	Tau ThT inhib	GLA spleen mod	L3MBTL1 inh	Tau fluor counter	Tau FP inhib	TRb-SRC2 inh	TR SRC2 fluor cs
1	CCn1c(C)nc2cc(C(=O)N=Nc3c(O)[nH]c4ccccc34)ccc21	-14.6%	?	-7.1%	1.1%	-9.9%	1.6%	-3.2%[53 µM]	-1.4%[53 µM]
2	CN1CCN(NC(=O)CC(C)(C)C)CC1	-0.2%	7.1%	9.6%	6.5%	6.7%	2.2%	-0.5%	-2.3%
3	Cc1ccccc1CNC(=O)c1ccc(-n2c(C)cc3c2CCCC3)cc1	nt	?	nt	nt	-15.6%	-13.5%	-3.4%	3.7%
4	CCOC(=O)CNC(=S)n1cnc(N)n1	31.6µM*	-13.0%	10.3%	2.1%	-1.6%	-1.2%	-2.8%	-7.7%
5	COC1=CC(=O)OC12CCCCC2	2.4%	-1.1%	-7.4%	nt	1.9%	-2.5%	-7.9%	1.3%
6	CC(=O)C1C(c2ccc3ncccc3c2)NC(=O)NC1(O)C(F)(F)F (stereo not given)	8.1%	0.1%	-1.3%	-11.6%[11.4 µM]	0.1%	-2.0%	3.7%	-0.3%
7	CC(=O)OC[C@@H]1O[C@@H](O/N=C2/C[C@@H](O)[C@@H](O)[C@@H]3[C@H]4C(=O)N(c5ccc(F)cc5F)C(=O)[C@@H]4CC[C@H]23)[C@H](OC(C)=O)[C@H](OC(C)=O)[C@@H]1OC(C)=O	0.6%[13.5 µM]	-5.3%[11.5 µM]	-8.0%[17.5 µM]	nt	-12.6%[11.6 µM]	-9.8%[11.6 µM]	0.5%[11.2 µM]	6.6%[11.2 µM]
8	CCC(=O)NC(=S)Nc1ccc(NC(=S)NC(=O)c2ccc(C)cc2)cc1	-9.6%	-12.0%	2.4%	9.5%	2.6%	-9.5%	-0.6%	0.5%
9	CNCC(=O)N(CC(C)C)c1c(N)n(CC(C)C)c(=O)[nH]c1=O	4.7%	-4.6%	5.9%	11.8%	3.9%	-2.2%	0.2%	-4.1%
10	CCN(CC)CCN1C(=O)C(O)=C(C(=O)c2sc(C)nc2C)C1c1cccnc1 (stereo not given)	?	-1.7%	4.1%	8.0%	3.3%	-2.7%	3.1%	2.7%
11	CC1CC(C)CN(CC(O)COc2ccc3c(c2)CCC3)C1 (stereo not given)	2.3%	3.3%	4.1%	1.1%	5.3%	-3.7%	4.5%	2.3%
12	O=C(c1cccs1)N1CCN(S(=O)(=O)N2CCCCC2)CC1	-8.7%	3.0%	6.2%	nt	3.2%	0.6%	-18.3%	2.8%
13	Cc1ccc(C)c(N(C)C(=O)Cc2c(C(=O)O)[nH]c3ccc(Cl)cc23)c1	nt	?	nt	nt	-12.2%	9.0%	-17.6%	-0.5%
14	CNC(=O)NCCN1CCCC1=O	6.1%	2.9%	6.8%	nt	4.6%	3.7%	-6.8%	3.5%
15	O=C1C(c2ccncc2)N(CCC2=CCCCC2)C(=O)CN1C1CCCCC1 (stereo not given)	?	7.94µM*	3.6%	1.9%	?	?	2.2%	?
16	COc1cc(C(=O)NCc2ccncc2)cc(OC)c1OC	2.9%	-1.7%	2.9%	-4.8%	-1.6%	-3.7%	7.0%[53 µM]	-0.9%[53 µM]
17	CC(Oc1ccc(Cl)cc1Cl)C(=O)/C=C/N(C)C (stereo not given)	-4.8%	8.2%	?	6.5%	3.0%	-3.7%	8.0%	-1.8%
18	COc1ccc(O)c(C(=O)c2cnn(C(=O)c3cc(C)oc3C)c2)c1	3.55µM*	?	-4.5%	-6.0%	-4.6%	-3.8%	-6.4%	-2.5%
19	CN(CC[C@@H](Oc1ccc(-c2ccccc2)cc1)c1ccc(F)cc1)CC(=O)O	?	?	-1.9%	nt	-28.2%	-10.5%	7.2%	-1.6%
20	CCC(=O)Oc1ccc(C(=O)Nc2ccc3c(c2)OCO3)cc1	?	?	3.6%	-2.7%	-4.4%	?	0.3%	-1.2%
21	COc1cccc(NC(=O)N2CCCC2C(=O)NCC(C)C)c1 (stereo not given)	4.5%	2.1%	10.6%	1.2%	-0.8%	0.8%	-0.7%	0.5%
22	C=CCn1c(N)cc(=O)nc1SCC(=O)N1CCN(c2ccc(F)cc2)CC1	14.1µM*	-27.9%	5.6%	-1.3%	-1.8%	-1.7%	0.5%	-1.7%
23	O=C(CN1CCN(Cc2ccccc2)C1=O)NCc1cccs1	-3.5%	-10.4%	-3.4%	nt	-5.0%	8.9%	-1.6%	-1.5%
24	O=C(CSc1nnc(C2CC2)n1Cc1ccccc1)N1CCN(S(=O)(=O)c2ccccc2)CC1	-4.5%	-5.7%	-4.0%	1.4%	-4.0%	5.8%	-7.1%	0.4%
25	O=C(NCCc1ccccc1)C1CCC(Cn2c(=O)c3ccccc3n(Cc3cccnc3)c2=O)CC1 (stereo not given)	-3.3%	-19.0%	2.0%	-1.3%	-1.9%	-2.6%	2.7%	-1.8%
26	CCN(CC)c1ccc(/C=N/NC(=O)Cc2cccs2)cc1	?	?	14.7%	-12.5%	?	6.9%	8.0%	-22.1%
27	CCCCCCC1(C)NC(=S)N(c2ccccc2)N1 (stereo not given)	?	?	-7.9%	nt	-7.5%	-8.3%	7.5%	-0.4%
28	CCOc1ccc2nc(SCC(=O)Nc3ccc(S(=O)(=O)N4CCCC4)cc3)c(C)cc2c1	nt	8.7%	0.2%	nt	-1.4%	-13.4%	4.3%	0.3%
29	O=C1N=C(N2CCOCC2)S/C1=C/c1ccc(-c2ccc(F)cc2)o1	-1.1%	?	-7.0%	-0.7%	-15.2%	5.1%	-0.5%	-13.0%
30	c1ccc(-c2noc(C3CCC3)n2)nc1	nt	nt	6.2%	nt	7.9%	2.6%	-6.7%	-2.8%
31	CC(NC(=O)NNC(=O)c1ccncc1)(C(F)(F)F)C(F)(F)F	-9.2%	-4.3%	6.9%	-3.6%	0.6%	0.5%	-2.6%	-0.7%
32	CNc1nc(C)c(C(C)=O)cc1C#N	-14.1%	-5.8%	4.9%	nt	-3.2%	4.2%	1.6%	-4.7%
33	Cc1cc(N)n2nc(-c3ccc(C(C)(C)C)cc3)cc2n1	?	?	-5.4%	nt	?	5.6%	2.3%	-0.8%
34	COc1ccc(N2CCN(CCNS(=O)(=O)c3cccc4nsnc34)CC2)cc1	?	-12.8%	-2.5%	-9.7%	-3.9%	8.8%	-10.0%	-1.1%
35	COCCNC(=O)c1cc2cc(Cl)cc(Cl)c2oc1=O	25.1µM*	-8.3%	-3.0%	4.7%	-5.7%	-8.6%	2.0%	-1.2%
36	Cc1ccc(-c2ccc(C(=O)O)[nH]2)cc1	-9.6%	-8.7%	0.9%	-5.6%	-3.4%	-1.2%	1.8%	-0.7%
37	O=C(Nc1ccc(S(=O)(=O)Nc2ncccn2)cc1)c1cc(=O)c2ccccc2o1	nt	0.2%	nt	nt	-9.0%	-5.8%	6.9%	8.6%
38	CN(C)c1ccc2c(c1)OC(N)=C(C#N)C2c1cccc(F)c1 (stereo not given)	-15.1%	?	-18.3%	3.2%	?	13.6%	0.5%	2.6%
39	Cc1cc2nc(-c3ccc(NC(=O)c4ccc(OCC(C)C)cc4)cc3)oc2cc1C	nt	?	nt	nt	-0.4%	-3.4%	-1.6%	-8.2%
40	O=C(CCC1CCCCC1)NCCN1C2=NC[C@H](Cc3ccc(O)cc3)N2C[C@H]1Cc1ccc(O)cc1	?	-6.7%	6.9%	16.8%	-20.1%	4.3%	1.8%	-4.6%
41	COc1cc(-c2ccc(NC(=O)NC3CC3)c(OC)c2)ccc1NC(=O)NC1CC1	?	?	1.6%	4.7%	?	15.0%	3.3%	-3.4%
42	O=C(CSc1ccc(Cl)cc1)Nc1nnc(-c2cccc([N+](=O)[O-])c2)s1	2.51µM*	?	-0.6%	3.1%	?	?	2.0%	-1.9%
43	Cc1ccccc1C(=O)NC(=S)Nc1ccc(S(=O)(=O)N2CCOCC2)cc1	?	-0.5%	-8.1%	-5.7%	-17.5%	-9.7%	-2.9%	-1.5%
44	O=C(O)/C=C/c1coc2ccc(F)cc2c1=O	0.4%	2.9%	2.7%	5.0%	2.5%	0.6%	0.8%	-5.4%
45	CCCOc1ccccc1-c1nc(SCC(=O)c2ccccc2)n[nH]1	nt	-17.0%	nt	nt	?	-6.4%	-4.0%	?
46	Clc1ccc(-c2nc3ccccn3c2Nc2ccc3c(c2)OCCO3)s1	nt	?	nt	nt	6.31µM*[quencher]	11.4%	5.4%	-1.8%
47	Cc1ccc2nc3sc(C(=O)NCc4ccco4)c(N)c3cc2c1	6.6%	?	-3.9%	-1.1%	-29.9%	-12.5%	0.1%	-5.8%

Grouped by structure, the entries above with a tert-butyl group.
entry	Compound	ALDH1A1 inh	Tau ThT inhib	GLA spleen mod	L3MBTL1 inh	Tau fluor counter	Tau FP inhib	TRb-SRC2 inh	TR SRC2 fluor cs
2	CN1CCN(NC(=O)CC(C)(C)C)CC1	-0.2%	7.1%	9.6%	6.5%	6.7%	2.2%	-0.5%	-2.3%
33	Cc1cc(N)n2nc(-c3ccc(C(C)(C)C)cc3)cc2n1	?	?	-5.4%	nt	?	5.6%	2.3%	-0.8%
